HSP90 inh = HSP90 refolding inhibition in rabbit reticulocyte lysate; hit rate 0.91% among 290,000; AID 1789; inhibition, % at 5.6 µM; luciferase refolding luminescence, 3 h;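 active means inhibition above the screen-wide mean plus 3 SD, computed separately per campaign, cut at about 16% in these data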;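 further: 0% = DMSO wells and 100% = 60 µM geldanamycin wells; inhibitors lower the luminescence because luciferase stays unfolded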
aSyn UTR inh = MLPCN primary screen, SNCA 5' untranslated region | alpha-synuclein 5'UTR reporter, inhibitor activity | inhibition, % (tested at 7.5 µM) | hit rate 0.82% among 300,000; in the data active means inhibition above about 60%; inconclusive means no clear call, values can overlap the other calls;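 further: H4 neuroglioblastoma cells stably carrying SNCA 5'UTR luciferase fusion; 0% = DMSO wells and 100% = positive control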
KLF5 inh = kruppel-like factor 5 inhibition; hit rate 0.23% among 290,000; DLD-1 KLF5 promoter-luciferase reporter, luminescence; inhibition, % at 5 µM;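 active means inhibition above a per-plate limit of that plate's mean compound inhibition plus 3 SD, cut at about 60% in these data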;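 further: 0% = DMSO wells and 100% = LY294002 at 200 µM; higher means less KLF5 promoter-driven luciferase light; inactives centre near -14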
HDAC3 inhib = human HDAC3 inhibition | O15379 | recombinant HDAC3, fluorogenic peptide/trypsin coupled, fluorescence | inhibition, % at 8.3 µM | hit rate 0.15% among 320,000 | AID 2718; in the data active means inhibition above about 26%, passing the limit was not always enough; inconclusive means no clear call, values can overlap the other calls
Target sequence (O15379 whole entry, looked up): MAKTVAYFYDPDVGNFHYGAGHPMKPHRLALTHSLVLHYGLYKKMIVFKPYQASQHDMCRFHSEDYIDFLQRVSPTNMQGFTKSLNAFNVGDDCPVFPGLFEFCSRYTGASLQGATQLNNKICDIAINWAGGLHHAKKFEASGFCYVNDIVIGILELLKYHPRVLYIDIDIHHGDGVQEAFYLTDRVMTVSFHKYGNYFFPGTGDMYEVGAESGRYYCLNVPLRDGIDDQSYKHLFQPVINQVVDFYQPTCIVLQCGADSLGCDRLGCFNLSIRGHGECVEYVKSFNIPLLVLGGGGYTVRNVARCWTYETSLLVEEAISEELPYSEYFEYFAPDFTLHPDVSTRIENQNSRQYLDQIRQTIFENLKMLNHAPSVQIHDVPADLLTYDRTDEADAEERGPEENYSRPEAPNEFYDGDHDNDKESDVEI
HIF act = HIF pathway transcriptional activation. U2OS HRE-luciferase reporter, luminescence; normalized: DMSO 0%, desferrioxamine 100%. activation, % at 7.5 µM (by protocol). AID 1910. hit rate 0.32% among 300,000;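 active means mean activation of at least 10% of the iron chelator positive control signal, with at least half of replicates also reaching 10%; inconclusive means mean and replicate majority disagree about reaching 10%; inactive means mean and most replicates under 10%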
IEC-6 tox = kills IEC-6 intestinal cells in KLF5 counter-screen; IEC-6 cytotoxicity, luminescence viability; inhibition, % at 5 µM; hit rate 0.78% among 290,000; in the data active means inhibition above about 22%;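 further: 0% = plate median of test compound wells and 100% = cytotoxic reference compound wells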
AI-2 QS modul = modulates the Vibrio harveyi AI-2 quorum sensing system; Vibrio harveyi JMH597 AI-2 luminescence/OD600 ratio, 9 h; hits give low values; strain lacks LuxN and CqsS sensors; 0 = neutral-control median; activity change, % at 7.5 µM; hit rate 0.4% among 300,000; AID 2094; in the data active means activity change below about -75%, passing the limit was not always enough; inconclusive means no clear call, values can overlap the other calls;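 further: luminescence divided by OD600 gain over 9 h not by final OD600 alone; inactives centre near 13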
HSF1 inh = HSF1 inhibition. hit rate 0.77% among 300,000. NIH3T3-HGL HSE-luciferase, MG132-induced, luminescence 8 h; hits give low values. AID 2098. activity change, negative = inhibition, % at 7.5 µM (by protocol);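 active means more than half of replicate wells show activity change below -50%, luminescence cut by over half; inconclusive means some wells, but at most half, below -50%; inactive means no replicate well below -50%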;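 further: luciferase reports HSF-1 transcriptional activity via heat shock element; 0% = median of DMSO wells and -100% = zero luminescence signal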
HSF1 activator = increases HSF-1 driven luciferase reporter signal. hit rate 1.7% among 300,000. NIH3T3-HGL HSF-1 luciferase reporter, MG132, 8 h; 100% = twice DMSO control signal. AID 504408. activation, % at 9 µM;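 active means mean replicate activation of at least 50% with a set share of replicates each reaching 50%; inconclusive means only one of those two conditions met; inactive means mean below 50% and too few replicates reaching it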;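 further: 0% = median of the neutral control wells and 100% = twice that signal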
Platelet DG rel = modulates dense granule release in human platelets. human platelet-rich plasma, SFLLRN dense granule ATP release, luminescence. inhibition, %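 (compounds screened at 7.5 µM in platelet-rich plasma)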. hit rate 0.22% among 300,000. AID 1663;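 active means mean replicate score, as percent of positive control, at or above 50; inconclusive means mean below 50 but at least one replicate at or above 50; inactive means mean and every replicate below 50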
An asterisk follows results filed as active; u = inconclusive; x = no result given.

SMILES	HSP90 inh	aSyn UTR inh	KLF5 inh	HDAC3 inhib	HIF act	IEC-6 tox	AI-2 QS modul	HSF1 inh	HSF1 activator	Platelet DG rel
O=C(COC(=O)C1CCN(c2ccc(C(F)(F)F)cn2)CC1)Nc1ccc(F)cc1[N+](=O)[O-]	x	-1	x	2	-2.0	x	28	0	0	0
COc1ccc2nc(N3CCN(C(=O)c4ccc([N+](=O)[O-])o4)CC3)sc2c1	x	-160	x	1	-1.6	x	33	17	30	-4
O=C(Nc1nc2c(F)cc(F)cc2s1)c1ccc([N+](=O)[O-])o1	2	-69	-32	0	0.7	13	11	10	37	3
Cc1onc(-c2ccccc2)c1C(=O)Nc1cccc(OC(C)C)c1	0	-2	-49	9	-0.6	-2	-4	10	8	-4
CCCCCC(=O)Nc1sc(C)c(C)c1C#N	3	-54	-25	8	0.9	0	9	7	5	-2
O=C1CC(C(=O)N(c2cccc(F)c2)C(C(=O)NC2CCCC2)c2ccccn2)CS1 (stereo not drawn)	-1	-28	-9	-6	0.0	3	30	4	-10	3
O=C(N/N=C/c1sc(=O)n(-c2ccccc2)c1Cl)c1ccncc1	-2	-55	-28	9	0.9	5	1	8	4	12
CCC(C)C1C(C#N)=C(N)Oc2n[nH]c(-c3ccccc3)c21 (stereo not drawn)	0	-6	-9	6	0.0	-8	3	5	-11	10
CCn1c(SCC(=O)NCc2ccco2)nnc1C1CCCC1	9	2	-17	1	-0.2	8	10	-3	-25	9
CCCCN(CC)Cc1ccc(CNC(=O)Nc2ccc(Cl)cc2)o1	1	37	-8	x	0.5	18	29	-16	-33	9
CCc1ccc2oc(-c3cc(N)cc(C)c3O)nc2c1	-2	x	-32	-5	x	0	x	x	x	x
CC(=O)c1ccc(NC(=O)C(C)Sc2n[nH]c(-c3cccnc3)n2)cc1 (stereo not drawn)	-4	2	5	8	1.4	-4	16	-5	-15	3
O=C(Nc1nncs1)c1ccc(Br)c(S(=O)(=O)N2CCCC2)c1	-4	14	-56	3	-0.2	-2	30	-6	0	14
CCc1ccc(-c2cc(C)no2)cc1S(=O)(=O)N1CCOc2ccc(C)cc21	3	32	1	11	-0.3	6	24	-4	4	0
Cc1cc2cc(CNC(=S)Nc3ccc(OC(F)F)cc3)ccc2[nH]1	-4	3	0	11	-0.5	0	3	-3	-15	1
O=C(CCCN1C(=O)c2cccc3cccc(c23)C1=O)Nc1ccon1	-3	21	3	2	0.0	5	9	49	113*	-7
c1ccc(Nc2ccccc2)cc1	x	-6	x	2	0.0	x	-5	-6	-3	-10
CC(C)C[C@H](NC(=O)c1nc[nH]c1C(=O)N1CCN(C(=O)OC(C)(C)C)CC1)C(=O)OC(C)(C)C	11	-9	31	7	-0.9	-4	11	-3	-9	-5
Cn1c(/C(C#N)=C/c2cccc(O)c2)nc2ccccc21	-2	-22	-34	8	2.4	-4	9	0	0	7
O=C(COC(=O)c1cc(=O)[nH]c2ccccc12)Nc1ccc(Cl)cn1	x	1	x	-3	-0.4	x	-3	-4	-6	1
CC(=O)Nc1ccc(NC(=O)C(C)Sc2nc3nc(C)cc(C)n3n2)cc1 (stereo not drawn)	x	-2	x	-3	0.0	x	18	-2	-1	12
CCOC(=O)C(NCCCO)c1ccccc1 (stereo not drawn)	-3	15	-9	3	x	-6	0	-1	-6	-7
CC1CCN(c2nc(-c3cccnc3)nc3scc(-c4ccccc4)c23)CC1	0	-4	-6	-10	-0.2	2	9	-2	-20	2
COc1cccc(-n2c(=O)c3cc(OC)c(OC)cc3n(CC(=O)Nc3cc(C)[nH]n3)c2=O)c1	2	25	1	-13	0.1	13	31	-7	-1	0
COc1ccc(/C=N/Nc2nc(Nc3ccccc3)nc(N3CCCCC3)n2)c(OC)c1	-3	-45	-14	x	0.8	-7	17	-9	-17	-6
Cc1cccc(-n2c(-c3ccco3)nc3nc4ccccc4nc32)c1	-3	-11	-3	-2	-0.7	-1	9	9	18	7
C/C(=N\S(=O)(=O)c1ccc(C)cc1)NC(=S)Nc1ccc(C)cc1	3	-36	-41	4	1.9	2	-11	12	26	3
Cc1onc(-c2ccccc2)c1C(=O)OCC(=O)N(C)c1c(N)n(Cc2ccccc2)c(=O)[nH]c1=O	x	3	x	-4	-2.2	x	0	1	7	-1
COc1ccc(CCNC(=O)COc2cc(C)cc3oc(=O)cc(C)c23)cc1	-2	14	-20	-3	-0.3	-2	12	3	3	0
COC(=O)C1(C(C[N+](=O)[O-])c2ccc(C)cc2)C(=O)NCC1c1ccco1 (stereo not drawn)	4	-19	-8	2	0.0	2	-6	4	-10	-6
CCOC(=O)c1oc2cc(O)c(CC)cc2c(=O)c1-c1cscn1	-4	-6	-13	3	0.2	-6	20	1	-12	-2
O=C(/C(=C/c1ccccc1)n1cncn1)c1ccc(Cl)cc1Cl	-6	0	-1	6	0.3	-11	15	-1	-6	11
CC(CNC(=O)c1ccc(Br)o1)NC(=O)c1ccc(Br)o1 (stereo not drawn)	3	23	-8	6	-1.6	-4	-2	-3	0	-8
Cc1ccc(C(=O)/C=C/c2cc(Br)cc(Br)c2O)o1	-2	-30	-50	-2	-0.5	-6	10	72	89*	4
CCN(CC)CC1C(=O)N(c2ccc(OC)cc2)C1c1ccccc1 (stereo not drawn)	-4	1	-8	7	-1.5	9	20	3	0	4
Cc1cccc(C)c1NC(=O)c1cccc2c1C(=O)N(C1CCCCC1)C2	0	-8	2	10	0.7	2	44	6	3	-5
CCOc1ccc(-c2c(=O)n(OCC)c3ccccc3[n+]2[O-])cc1	-5	-12	-40	-4	1.3	1	23	-3	9	0
O=C(NCc1ccccc1)c1cc[n+](CC(=O)c2cccs2)cc1	4	-30	-9	17	-0.1	8	15	11	6	18
CN(C)CCCNc1nc(N)c([N+](=O)[O-])c(NCCO)n1	-2	4	-20	2	0.0	-4	17	-8	-3	2
CN(C)C(=O)CSc1nnc(CCNC(=O)OC(C)(C)C)o1	-1	7	-27	0	-0.1	0	21	-6	-13	2
CN(C)C(=O)c1cn(-c2ccccc2)nc1-c1cccc([N+](=O)[O-])c1	-1	16	-31	0	-0.4	-4	29	4	9	5
Cc1ccc(-c2nc(CS(=O)CC(=O)NCCN(CC(C)C)CC(C)C)c(C)o2)cc1 (stereo not drawn)	-2	-15	-10	4	-0.2	1	27	-16	-3	2
CC(C)N(Cc1cn(C)nc1-c1cccc(Cl)c1)CC1CCC(=O)N1 (stereo not drawn)	-3	-4	-77	x	0.0	-5	6	-5	2	12
Cc1cccc(-c2nnc(NC(=O)c3cccs3)s2)c1	-2	-113	19	1	1.0	0	13	-80*	-84	-2
CCn1cc(C(=O)N(C)c2ccccc2F)c2cc(OC)c(OC)cc2c1=O	1	5	-24	5	-50	-4	29	8	10	-6
CC(C)C(=O)Nc1nnc(S(=O)(=O)N2c3ccccc3CC2C)s1 (stereo not drawn)	-2	4	2	-7	-0.4	-6	3	8	11	-3
Cc1sc2ncnc(N3CCN(CCOc4ccc(Cl)cc4)CC3)c2c1C	6	-40	-6	1	0.1	6	17	0	13	-6
CC(C)N(Cc1nc(-c2ccccc2)no1)C(=O)CN1C(=O)c2ccccc2C1=O	-2	13	-3	4	-0.6	0	8	1	7	-1
CCOc1cc(C(=O)OCC(=O)NC(C)c2ccccc2)ccc1OCC(=O)N1CCOCC1 (stereo not drawn)	4	-7	2	4	0.0	-1	11	-1	6	-6
CCC(=O)N1CCc2cc(Br)cc(S(=O)(=O)Nc3c(C)n(C)n(-c4ccccc4)c3=O)c21	2	-12	3	-1	-0.1	0	17	-4	-11	-6
Cc1[nH]c2ccccc2c1Cc1nnc(SCCC#N)o1	-6	0	-33	-5	0.0	-1	-6	9	21	2
CC(NC(=O)CSc1nc2sc3c(c2c(=O)n1-c1ccccc1)CCCC3)c1ccccc1 (stereo not drawn)	1	30	-32	x	x	5	10	1	28	7
c1ccc(-c2nc(C3CCCCC3)c3sccc3n2)cc1	x	34	x	-8	-1.7	x	15	-6	-11	0
COC(=O)[C@@]12CCCCN1[C@H](c1ccc(-c3ccccc3)cc1)[C@@H]1C(=O)N(C)C(=O)[C@@H]12	x	8	x	-2	1.7	x	-8	1	8	1
Nc1ccc2nc3c(=O)[nH]c(=S)[nH]c3nc2c1	1	0	-1	15	-8.8	-21	77	-7	3	-11
Nc1ncnc2c1nc(Br)n2[C@@H]1O[C@@H]2COP(=O)(O)O[C@H]2[C@H]1O	x	19	x	3	-0.1	x	25	1	5	-4
CCOc1ccccc1NC(=S)N1CCN(c2nc(-c3cccc(OC)c3)cs2)CC1	8	-24	-33	1	-0.5	13	30	7	-6	-2
COc1ccc(-c2cc3ccccc3oc2=O)cc1NC(=O)c1ccc(Br)o1	-1	-94	-35	-1	1.8	-4	27	-9	5	-2
COc1ccc(NC(=S)N/C(=N/S(=O)(=O)c2ccc(C)cc2)c2ccccc2)cc1	-2	-146	-41	0	3.1	-1	25	13	32	0
CCOc1ccc(NC(=O)CSc2ccc(-c3ccccn3)nn2)cc1	0	-29	2	x	-0.3	-8	16	5	5	1
Remaining list, next part
SMILES	HSP90 inh	aSyn UTR inh	KLF5 inh	HDAC3 inhib	HIF act	IEC-6 tox	AI-2 QS modul	HSF1 inh	HSF1 activator	Platelet DG rel
CN1CCN(c2ccc(Nc3ccnc4cc(Cl)ccc34)cc2)CC1	0	-48	-34	2	-9.4	10	16	22	52*	-3
Cc1ccc(OCCOCCN2CCCCC2)c([N+](=O)[O-])c1	3	-2	-15	2	0.1	-1	17	-14	-7	-2
CCC1CCCCN1C(=O)Cn1c(=O)n(CCC(=O)NCc2ccco2)c(=O)c2sccc21 (stereo not drawn)	1	11	-30	0	-0.1	3	17	-2	23	3
COc1ccc(/C=N/NC(=O)c2cc[n+]([O-])cc2)cc1OC	-1	10	1	10	1.9	-9	9	-3	0	1
COc1ccc(S(=O)(=O)N/N=C\c2ccc(OC)c(COc3ccc(C)cc3[N+](=O)[O-])c2)cc1	2	3	18	3	-0.2	4	5	10	18	x
COC(=O)Oc1cncc(C(=O)O)c1	2	4	-17	-3	0.1	2	28	-5	0	-6
CC(C)(C)c1ccc(/C=C/C(=O)NCCCn2ccnc2)cc1	-1	6	-33	-2	-1.0	-4	-13	6	2	-4
c1ccc(CN2CCN(c3nc4ccccc4s3)CC2)cc1	9	-150	-157	4	2.1	0	19	19	39	5
N#CCCN1CCN(Cn2c3ccccc3c3ccccc32)CC1	-1	22	-4	-10	-0.6	5	-2	-4	-4	1
CN(c1ccccc1)S(=O)(=O)c1ccc2ccccc2c1	-2	11	-58	-6	0.2	1	3	5	9	5
O=C(COc1ccc(F)cc1)N(Cc1ccco1)C1CCS(=O)(=O)C1 (stereo not drawn)	-5	-12	-21	0	-1.0	-5	17	-1	1	2
O=C1NC2(CCCCCC2)C(=O)N1Cc1cccc([N+](=O)[O-])c1	-4	-5	-22	u	-7.7	-6	6	2	-1	-6

Taken from above:
`CCC(C)C1C(C#N)=C(N)Oc2n[nH]c(-c3ccccc3)c21` (stereo not drawn) in HSF1 inh is entered as 5
`c1ccc(-c2nc(C3CCCCC3)c3sccc3n2)cc1` in Platelet DG rel is entered as 0
